Screening data from PubChem.
CHRM1 PAM = human CHRM1 positive allosteric modulation; P11229; CHO-K1 hM1, Fluo-8 calcium fluorescence, ACh EC20; 0% = ACh EC20, 100% = maximal ACh; activation, % at 3 µM; 0.088% of 360,000 active; AID 588819; in the data active = activation above about 19%, passing the limit was not always enough
M4 ag = CHRM4 agonism in calcium assay; 0.14% of 360,000 active; CHO-K1 hM4/Gqi5, Fluo-8 calcium fluorescence; vehicle 0%, full acetylcholine response 100%; AID 624127; P08173; activation, % at 3 µM;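 active = activation above the run mean over all test wells plus 3 SD, cut at about 32% in these data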;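 note: peak over basal fluorescence ratio per well then scaled between controls; 0% = DMSO wells and 100% = acetylcholine at EC100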
Target sequence (P08173 whole entry, looked up): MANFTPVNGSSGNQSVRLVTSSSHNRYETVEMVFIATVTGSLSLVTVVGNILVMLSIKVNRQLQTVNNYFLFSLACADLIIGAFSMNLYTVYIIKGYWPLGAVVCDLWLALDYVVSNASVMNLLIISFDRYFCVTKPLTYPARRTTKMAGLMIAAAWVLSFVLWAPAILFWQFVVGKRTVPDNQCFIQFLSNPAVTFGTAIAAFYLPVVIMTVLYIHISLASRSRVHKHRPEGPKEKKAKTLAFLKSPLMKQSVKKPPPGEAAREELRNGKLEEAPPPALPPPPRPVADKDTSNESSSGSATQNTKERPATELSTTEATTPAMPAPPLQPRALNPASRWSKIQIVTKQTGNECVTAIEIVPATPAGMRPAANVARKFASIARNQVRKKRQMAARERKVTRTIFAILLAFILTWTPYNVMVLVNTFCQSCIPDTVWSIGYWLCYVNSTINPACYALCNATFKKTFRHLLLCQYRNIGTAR
M4 PAM = potentiates acetylcholine response at human M4 receptor. P08173. CHO-K1 hM4/Gqi5, Fluo-8 calcium fluorescence, ACh EC20; 0% = ACh EC20, 100% = maximal ACh. activation, % at 3 µM. 0.4% of 360,000 active;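 active = activation above its plate's cutoff, the mean activation of sample wells plus 3 SD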; note: some results filed as inactive read as strong as hits
CHRM5 PAM = CHRM5 positive allosteric modulation; AID 624038; CHO-K1 hM5, Fluo-8 calcium, ACh EC20 PAM; 0% = ACh EC20, 100% = ACh EC100; 0.3% of 360,000 active; activation, % at 3 µM;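 active = activation above the run cutoff, the mean activation of all test compounds plus 3 SD, cut at about 18% in these data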
Target sequence (P08912 whole entry, looked up): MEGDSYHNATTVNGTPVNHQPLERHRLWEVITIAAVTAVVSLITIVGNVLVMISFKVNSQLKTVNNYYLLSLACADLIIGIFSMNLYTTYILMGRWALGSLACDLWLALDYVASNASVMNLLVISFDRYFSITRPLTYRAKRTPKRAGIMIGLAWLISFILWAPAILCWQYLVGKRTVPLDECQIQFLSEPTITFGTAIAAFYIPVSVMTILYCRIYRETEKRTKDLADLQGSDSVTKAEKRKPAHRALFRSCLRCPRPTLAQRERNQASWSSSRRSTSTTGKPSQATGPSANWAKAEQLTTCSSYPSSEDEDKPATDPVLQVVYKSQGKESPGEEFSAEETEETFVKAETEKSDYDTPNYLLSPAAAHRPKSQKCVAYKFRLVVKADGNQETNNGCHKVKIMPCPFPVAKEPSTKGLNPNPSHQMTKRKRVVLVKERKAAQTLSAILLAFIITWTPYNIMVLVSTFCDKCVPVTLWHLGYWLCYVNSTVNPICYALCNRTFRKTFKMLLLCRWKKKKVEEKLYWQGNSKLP
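System: CHO-K1 cell line with stable human muscarinic M5 receptor expression | Also added: EC20 acetylcholine as agonist stimulus | Compound: One concentration, 3 µM final (nominal) | Timing: Fluo-8 loading 80 min at 37 °C plus 30 min room temperature | Measured by: Fluo-8 calcium dye fluorescence, kinetic read | Read-out basis: % activation, ACh-normalized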
CRFBP-R2 block = blocks CRF-induced signaling of the CRF-BP/CRF-R2 complex; HEK293 CRF-R2/CRF-BP, CRF-induced calcium fluorescence; AID 588475; 0.59% of 350,000 active; inhibition, % at 11.8 µM;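 active = inhibition of the ligand-induced calcium signal above about 50% at the single tested concentration, limit read from the data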
M5 antag = CHRM5 antagonism in calcium assay; 0.59% of 360,000 active; inhibition, % at 3 µM; CHO-hM5 cells, Fluo-8 calcium fluorescence, ACh EC80; AID 624040; P08912;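 active = inhibition above a per-plate cutoff, the mean of that plate's test compounds plus 3 SD, cut at about 27% in these data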;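 note: 0% = acetylcholine EC80 with DMSO and 100% = DMSO without agonist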
CRFR2-BP ag = CRF-BP/CRF-R2 complex agonism | 0.46% of 350,000 active | activation, % at 13.2 µM | HEK293 CRF-R2/CRF-BP, calcium dye fluorescence (FLIPR); percent of saturating CRF peptide response;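 active = activation of at least 50%, plus an integration ratio under a set limit after plate pattern correction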;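 note: plate controls were neutral control wells without compound for no effect and CRF at EC100 for full effect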
M5 ag = CHRM5 agonism in calcium assay; CHO-K1 hM5 cells, Fluo-8 calcium fluorescence; 0% DMSO wells, 100% maximal acetylcholine response; 0.19% of 360,000 active; P08912; activation, % at 3 µM;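 active = activation above the run's mean over test compounds plus 3 SD, cut at about 23% in these data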;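 note: signal is peak over basal fluorescence ratio across the kinetic read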
M4 antag = antagonists of human muscarinic M4 receptor (CHRM4) | P08173 | CHO-hM4 cells, ACh EC80, Fluo-8 calcium fluorescence | inhibition, % at 3 µM | 0.73% of 360,000 active;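 active = inhibition above its plate's cutoff, the mean inhibition of sample wells plus 3 SD, cut at about 27% in these data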;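 note: 0% = acetylcholine EC80 with DMSO and 100% = DMSO without agonist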
* hit, by the source's call. An unsorted share of the library; overall some 2.6% were active at least once.

For O=C(COc1cccc(NC(=O)c2cccc([N+](=O)[O-])c2)c1)c1ccc(Br)cc1 the results were CHRM1 PAM -3.6, M4 ag 5.3, M4 PAM -6.4, CHRM5 PAM -8.0, CRFBP-R2 block -0.3, M5 antag 7.7, CRFR2-BP ag 0.1, M5 ag -0.5 and M4 antag -0.7.
CCOC(=O)C1(C)CCN1C(=O)CSc1ccccc1 (stereo not drawn) was read as CHRM1 PAM 9.4, M4 ag 0.7, M4 PAM 2.9, CHRM5 PAM 6.0, M5 antag -0.9, M5 ag 0.4 and M4 antag -10.1.
For CC(C)c1cc(CN2C(C)COCC2C)cc(C(C)C)c1O (stereo not drawn) the results were CHRM1 PAM 0.8, M4 ag 1.4, M4 PAM 10.6, CHRM5 PAM -3.8, CRFBP-R2 block 1.9, M5 antag 12.3, CRFR2-BP ag -6.2, M5 ag -3.4 and M4 antag -1.6.
For CC1CCc2ccccc2N1C(=O)c1cccs1 (stereo not drawn) the results were CHRM1 PAM 6.4, M4 ag -0.9, M4 PAM -1.1, CHRM5 PAM 0.3, CRFBP-R2 block -0.5, M5 antag -0.3, CRFR2-BP ag 0.0, M5 ag -2.6 and M4 antag -1.5.
COc1ccc(N(CC(=O)N/N=C/c2ccco2)S(=O)(=O)c2ccccc2)cc1 was read as CHRM1 PAM 0.4, M4 ag -0.1, M4 PAM -1.1, CHRM5 PAM -3.2, CRFBP-R2 block -38.5, M5 antag 6.2, CRFR2-BP ag -1.1, M5 ag 2.3 and M4 antag -5.5.
`O=C(O)CCC(=O)N1N=C(c2ccccc2)CC1c1ccc(Br)cc1` (stereo not drawn) gave CHRM1 PAM 9.4, M4 ag 0.8, M4 PAM -3.8, CHRM5 PAM -1.1, CRFBP-R2 block -4.5, M5 antag 1.0, CRFR2-BP ag -0.2, M5 ag -0.2 and M4 antag -17.6.
For NC(=O)COc1ncn(-c2ccccc2)n1 the results were CHRM1 PAM 10.3, M4 ag 1.8, M4 PAM -3.8, CHRM5 PAM 2.8, CRFBP-R2 block 57.2*, M5 antag -9.8, CRFR2-BP ag 1.0, M5 ag 3.0 and M4 antag 3.6.
For Cc1ccc(OCC(=O)N2N=C(c3cccnc3)CC2(O)C(F)(F)F)cc1C (stereo not drawn) the results were CHRM1 PAM 9.9, M4 ag 4.0, M4 PAM 1.8, CHRM5 PAM 0.8, CRFBP-R2 block -14.3, M5 antag 4.4, CRFR2-BP ag -3.4, M5 ag 2.1 and M4 antag 3.6.
Screening CC(=O)N(Cc1cc(=O)[nH]c2ccccc12)c1cccc(C)c1 returned CHRM1 PAM -9.0, M4 ag 1.2, M4 PAM -9.0, CHRM5 PAM -6.1, CRFBP-R2 block -3.4, M5 antag 13.0, CRFR2-BP ag -0.9, M5 ag -5.3 and M4 antag 20.2.
Screening CCN1CCCC1CN(Cc1cc2ccc(C)cc2[nH]c1=O)C(=S)Nc1ccc(F)cc1 (stereo not drawn) returned CHRM1 PAM 11.7, M4 ag 1.2, M4 PAM 2.7, CHRM5 PAM 14.2, CRFBP-R2 block -25.4, M5 antag 1.2, CRFR2-BP ag 0.0, M5 ag 21.6 and M4 antag 2.0.
For C/C(=N\Nc1nc(C(C)(C)C)cs1)c1ccc(O)cc1 the results were CHRM1 PAM 10.9, M4 ag 0.1, M4 PAM 0.0, CHRM5 PAM 1.5, CRFBP-R2 block -13.6, M5 antag 7.7, CRFR2-BP ag 1.6, M5 ag 3.7 and M4 antag -5.0.
For O=C(NC(Cc1ccccc1)C(=O)O)OCc1ccccc1 (stereo not drawn) the results were CHRM1 PAM 4.3, M4 ag 0.4, M4 PAM 16.5, CHRM5 PAM -2.9, CRFBP-R2 block 38.1, M5 antag 11.1, CRFR2-BP ag 17.1, M5 ag -1.3 and M4 antag -4.3.
For CCCS(=O)(=O)c1c(S(=O)(=O)CCC)c2c(N)cccn2c1C(=O)OC the results were CHRM1 PAM 1.5, M4 ag 4.0, M4 PAM -0.8, CHRM5 PAM -5.2, CRFBP-R2 block 1.8, M5 antag -0.3, CRFR2-BP ag 30.1, M5 ag 3.8 and M4 antag -9.1.
`Cc1ccc(Sc2sc(=O)n(C)c2S(=O)(=O)c2ccc(C)cc2)cc1` gave CHRM1 PAM 5.4, M4 ag -0.1, M4 PAM -0.3, CHRM5 PAM 6.8, CRFBP-R2 block 28.8, M5 antag 1.8, CRFR2-BP ag 9.6, M5 ag 0.1 and M4 antag -8.8.
Screening O=C(CSc1nc2ccc([N+](=O)[O-])cc2s1)NCC1CCCO1 (stereo not drawn) returned CHRM1 PAM 3.1, M4 ag 1.8, M4 PAM 1.4, CHRM5 PAM -6.0, CRFBP-R2 block 9.0, M5 antag 12.2, CRFR2-BP ag -1.1, M5 ag -2.5 and M4 antag -9.1.

Sorted by molecular weight (highest first): part of the list above.
Screening CCN1CCCC1CN(Cc1cc2ccc(C)cc2[nH]c1=O)C(=S)Nc1ccc(F)cc1 (stereo not drawn) returned CHRM1 PAM 11.7, M4 ag 1.2, M4 PAM 2.7, CHRM5 PAM 14.2, CRFBP-R2 block -25.4, M5 antag 1.2, CRFR2-BP ag 0.0, M5 ag 21.6 and M4 antag 2.0.
For CCCS(=O)(=O)c1c(S(=O)(=O)CCC)c2c(N)cccn2c1C(=O)OC the results were CHRM1 PAM 1.5, M4 ag 4.0, M4 PAM -0.8, CHRM5 PAM -5.2, CRFBP-R2 block 1.8, M5 antag -0.3, CRFR2-BP ag 30.1, M5 ag 3.8 and M4 antag -9.1.
For CC1CCc2ccccc2N1C(=O)c1cccs1 (stereo not drawn) the results were CHRM1 PAM 6.4, M4 ag -0.9, M4 PAM -1.1, CHRM5 PAM 0.3, CRFBP-R2 block -0.5, M5 antag -0.3, CRFR2-BP ag 0.0, M5 ag -2.6 and M4 antag -1.5.

Next section.
Screening COc1ccc(S(=O)(=O)NCCCc2ccccc2)cc1 returned CHRM1 PAM 15.3, M4 ag 2.0, M4 PAM 7.4, CHRM5 PAM 11.7, CRFBP-R2 block -32.4, M5 antag -6.4, CRFR2-BP ag -2.9, M5 ag -2.5 and M4 antag -10.4.
`N#Cc1ccc(-c2ccc(OCC3CNC(=O)O3)cc2)cc1` (stereo not drawn) gave CHRM1 PAM -0.5, M4 ag 6.7, M4 PAM -8.1, CHRM5 PAM -8.4, CRFBP-R2 block 11.1, M5 antag 10.2, CRFR2-BP ag 0.1, M5 ag 5.8 and M4 antag 13.2.
CC(C)C(OC(=O)c1nsc(Cl)c1Cl)C(=O)NC(C)(C)C (stereo not drawn) was read as CHRM1 PAM 9.1, M4 ag -0.2, M4 PAM 9.4, CHRM5 PAM 2.2, CRFBP-R2 block -25.1, M5 antag 6.9, CRFR2-BP ag -1.0, M5 ag -4.5 and M4 antag -3.3.
For COc1ccc(C2C3=C(NCCN=C3c3ccccc3)C(=O)N2c2ccccc2)c(OC)c1 (stereo not drawn) the results were CHRM1 PAM 3.7, M4 ag 0.6, M4 PAM 7.5, CHRM5 PAM 6.0, CRFBP-R2 block -10.2, M5 antag -0.6, CRFR2-BP ag -0.6, M5 ag -2.6 and M4 antag 1.5.
Screening CCN1C(=O)[C@@H]2[C@H](C1=O)[C@@H]1C(=O)Nc3ccccc3C(=O)N1[C@@H]2c1ccccc1 returned CHRM1 PAM 2.4, M4 ag 0.1, M4 PAM -3.7, CHRM5 PAM 8.1, CRFBP-R2 block 12.6, M5 antag 8.5, CRFR2-BP ag -1.6, M5 ag 0.6 and M4 antag 10.5.
Screening CN(C(=O)CSc1nnc(-c2ccc(Cl)cc2)n1C)C1CCS(=O)(=O)C1 (stereo not drawn) returned CHRM1 PAM 5.8, M4 ag 0.4, M4 PAM 4.6, CHRM5 PAM -1.6, CRFBP-R2 block 5.1, M5 antag 7.5, CRFR2-BP ag 0.1, M5 ag -3.6 and M4 antag -13.8.
Screening CC(=O)Nc1ccc(S(=O)(=O)N2CCN(c3ccc([N+](=O)[O-])c(NCCN4CCOCC4)c3)CC2)cc1 returned CHRM1 PAM -4.5, M4 ag 0.9, M4 PAM 1.9, CHRM5 PAM -5.4, CRFBP-R2 block 28.6, M5 antag 4.7, CRFR2-BP ag 0.3, M5 ag -1.8 and M4 antag 0.5.
O=C(NCc1cc([N+](=O)[O-])ccc1O)c1cccnc1Sc1ccc(Cl)cc1 was read as CHRM1 PAM -6.7, M4 ag 13.7, M4 PAM -4.1, CHRM5 PAM -10.8, CRFBP-R2 block -13.7, M5 antag 14.2, CRFR2-BP ag -4.8, M5 ag 11.7 and M4 antag 1.7.
For COc1ccc(S(=O)(=O)n2ccnc2C)c(C)c1C the results were CHRM1 PAM 6.0, M4 ag 0.7, M4 PAM 0.1, CHRM5 PAM 6.9, CRFBP-R2 block -7.8, M5 antag 1.8, CRFR2-BP ag 2.7, M5 ag 1.2 and M4 antag -12.0.
O=C(CCn1c(=O)oc2cc(Cl)ccc21)Nc1ccc(N2CCOCC2)cc1 was read as CHRM1 PAM 0.7, M4 ag 4.0, M4 PAM 1.0, CHRM5 PAM -1.3, CRFBP-R2 block 8.8, M5 antag 2.8, CRFR2-BP ag -0.7, M5 ag 1.7 and M4 antag 8.0.
`COc1ccc(NC(=O)c2oc3ccccc3c2NC(=O)c2ccc3c(c2)OCO3)cc1` gave CHRM1 PAM -1.0, M4 ag 0.1, M4 PAM 0.8, CHRM5 PAM 1.8, CRFBP-R2 block -17.8, M5 antag -4.4, CRFR2-BP ag 0.3, M5 ag 2.2 and M4 antag 3.9.
For Cc1cccc(NC(=O)C2CCN(S(=O)(=O)c3cccs3)CC2)n1 the results were CHRM1 PAM 4.7, M4 ag 4.5, M4 PAM 3.8, CHRM5 PAM -2.5, CRFBP-R2 block 3.4, M5 antag -10.2, CRFR2-BP ag -1.6, M5 ag 5.4 and M4 antag -6.3.
Screening CNC(=O)c1csc(-c2cccs2)n1 returned CHRM1 PAM 0.5, M4 ag 0.3, M4 PAM -2.9, CHRM5 PAM 2.7, CRFBP-R2 block 3.4, M5 antag 6.8, CRFR2-BP ag -1.9, M5 ag 2.8 and M4 antag 4.6.
Screening Clc1ccc(-n2c(SCc3nc4ccccc4[nH]3)nnc2-c2ccncc2)cc1 returned CHRM1 PAM 17.1, M4 ag 0.9, M4 PAM 13.8, CHRM5 PAM 5.1, CRFBP-R2 block 10.1, M5 antag -2.2, CRFR2-BP ag 5.7, M5 ag -2.0 and M4 antag -1.3.
Clc1ccc(-c2nnc(-c3ccccc3)nc2N2CCSCC2)cc1 was read as CHRM1 PAM 1.4, M4 ag -0.8, M4 PAM 0.6, CHRM5 PAM -5.0, CRFBP-R2 block 23.9, M5 antag -2.4, CRFR2-BP ag 2.4, M5 ag -7.3 and M4 antag -4.4.
For CC1(C)CC(NC(=O)c2ccccc2F)CC(C)(C)N1 the results were CHRM1 PAM 4.7, M4 ag 0.9, M4 PAM 2.8, CHRM5 PAM 0.0, CRFBP-R2 block 14.2, M5 antag -8.9, CRFR2-BP ag 0.8, M5 ag 5.0 and M4 antag -0.3.
Screening COc1ccccc1-c1csc(C(O)c2ccc(F)cc2)n1 (stereo not drawn) returned CHRM1 PAM -0.1, M4 ag -0.1, M4 PAM 0.8, CHRM5 PAM -2.0, M5 antag -3.9, M5 ag -1.7 and M4 antag -5.1.
For O=C(CSc1nnc(CNC(=O)c2ccccc2F)o1)NC1CCCC1 the results were CHRM1 PAM 6.9, M4 ag 6.9, M4 PAM 0.6, CHRM5 PAM -7.5, CRFBP-R2 block 8.4, M5 antag 11.3, CRFR2-BP ag -0.5, M5 ag -3.0 and M4 antag -7.8.
